ALOX12 inh – ALOX12 (human) lipoxygenase inhibition; purified 12hLO, xylenol orange hydroperoxide absorbance; AID 1671190; hit rate 1.1% among 580,000; Potency, µM (series often up to 108 µM), inactives show at the highest dose activity change, negative = inhibition, usual class: inhibitors; further: on the % scale 0 is the no-effect control and ±100 the full control effect
Target sequence (P18054 whole entry, looked up): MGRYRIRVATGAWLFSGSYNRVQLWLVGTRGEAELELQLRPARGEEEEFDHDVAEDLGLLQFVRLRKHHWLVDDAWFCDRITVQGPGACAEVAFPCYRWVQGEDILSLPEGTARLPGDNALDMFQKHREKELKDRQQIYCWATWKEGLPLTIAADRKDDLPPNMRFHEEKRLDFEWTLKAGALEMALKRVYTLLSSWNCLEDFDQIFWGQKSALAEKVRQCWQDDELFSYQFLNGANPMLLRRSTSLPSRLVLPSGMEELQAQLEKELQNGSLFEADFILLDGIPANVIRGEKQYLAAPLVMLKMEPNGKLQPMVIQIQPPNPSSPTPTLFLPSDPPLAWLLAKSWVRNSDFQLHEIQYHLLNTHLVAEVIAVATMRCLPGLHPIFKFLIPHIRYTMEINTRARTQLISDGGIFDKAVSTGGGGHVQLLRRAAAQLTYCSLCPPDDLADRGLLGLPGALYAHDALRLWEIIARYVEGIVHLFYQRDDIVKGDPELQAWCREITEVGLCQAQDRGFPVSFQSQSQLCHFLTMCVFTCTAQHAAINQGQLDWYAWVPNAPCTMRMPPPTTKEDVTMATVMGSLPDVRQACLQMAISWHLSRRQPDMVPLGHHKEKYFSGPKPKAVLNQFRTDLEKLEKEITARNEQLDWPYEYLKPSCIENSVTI
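Purified human 12hLO (150 nM final) in 25 mM Hepes, 0.01% Triton X-100, pH 7.0 was preincubated 15 min at room temperature with compound. Then 40 uM arachidonic acid was added, 30 min. Hydroperoxide was read by Fe-XO absorbance ratio 573/405 nm.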
HP1b binding inh – blocks HP1-beta chromodomain binding to methylated histone tails; P83916; AlphaScreen HP1-beta / biotin-H3K9me3 peptide binding; Potency, µM (series often up to 114 µM), without a hit: at the top dose activity change, negative = inhibition, actives largely listed as inhibitors; hit rate 0.56% among 390,000; AID 540317; further: nearly all actives have a fitted effect of over 70% in size; inactives centre near 23
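AlphaScreen: HP1-beta (50 nM) preformed 30 min with biotin-H3(1-18)K9me3 peptide (50 nM) in PBS pH 7.4, 0.01% Tween-20. Compound added for 30 min at RT, then streptavidin donor/nickel chelate acceptor beads (10 ug/mL) for 30 min.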
GLS inhibitor – inhibitors of human glutaminase (GLS); O94925; GLS enzymatic activity, qHTS titration; Potency, µM (doses to about 45.5 µM), inactives show at the highest dose activity change, negative = inhibition, hits mostly inhibitors; hit rate 0.21% among 410,000; further: on the % scale 0 is the no-effect control and ±100 the full control effect
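Glutamate formation by hKGA was monitored fluorometrically using coupled glutamate oxidase, HRP and Amplex Red. Substrate was added as 1 mM L-glutamine solution; incubation was 30 min at RT after an initial read.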
ERG-DNA inh – ERG Ets/DNA interaction inhibition. AID 624246. Potency, µM (series often up to 76.9 µM), inactives show top-dose FP activity, negative = inhibition, usual class: inhibitors. hit rate 0.028% among 370,000. fluorescence polarization, His-ERG Ets domain / labelled DNA. P11308; active means well fitted inhibition curve with a large enough effect in the polarisation, with a control signal flat; inconclusive means small, poorly fitted or top-dose-only effect, or effect the other way, or a change in a side signal; inactive means no such curve, though single readings can be large or run the other way; the % refers to the polarisation;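 further: polarization taken with two DNA probes labelled with fluorescein and Texas red; % of control where 0% means no effect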
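His-tagged ERG Ets domain (1 uM in the protein solution; 300mM KCl, 50mM Tris-HCl, 1mM EDTA, 1mM DTT, pH 7.5) received compound, then a probe mix of 5 nM fluorescein-DNA and 100nM Texas-615-DNA. Fluorescence polarization was read for both dyes.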
RGS4 inh – blocks human RGS4-accelerated GTP hydrolysis; P49798; Transcreener GDP fluorescence polarization, RGS4-accelerated GTP hydrolysis; Potency, µM (titrated, usually from 114 µM), for the others: at the top dose activity change, negative = inhibition, usual class: inhibitors; hit rate 0.039% among 390,000; further: on the % scale 0 is the no-effect control and ±100 the full control effect; nearly all actives have a fitted effect of over 75% in size; some results filed as inactive show a strong effect at the top dose
Target sequence (P49798 whole entry, looked up): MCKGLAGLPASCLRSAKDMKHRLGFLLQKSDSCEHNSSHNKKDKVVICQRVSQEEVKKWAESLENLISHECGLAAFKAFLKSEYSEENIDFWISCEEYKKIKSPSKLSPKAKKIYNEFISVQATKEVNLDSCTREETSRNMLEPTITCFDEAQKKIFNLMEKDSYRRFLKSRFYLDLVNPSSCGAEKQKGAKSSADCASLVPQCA
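MLSMR compounds (23 nl, pin-transferred) preincubated 10 min at room temperature with a 500nM (2x) first reagent, then RGS4 at 900nM (2x) plus Transcreener GDP mix added; fluorescence polarization (620/688 nm) read before and after 90 min at 30 °C.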
Pin1 inh – inhibitors of human Pin1; Q13526; AID 504891; Pin1 FP peptide displacement, HiFluor488, 10 min; Potency, µM (top dose mostly 115 µM), for inactives: top-dose activity, negative = inhibition, usual class: inhibitors; hit rate 0.009% among 390,000; active means well fitted inhibition curve with a large enough effect in the polarisation, with a control signal flat, not every such curve was filed as active; inconclusive means small, poorly fitted or top-dose-only effect, or effect the other way, or a change in a side signal; inactive means no such curve, though single readings can be large or run the other way; the % refers to the polarisation; further: on the % scale 0 is the no-effect control and ±100 the full control effect
Target sequence (Q13526 whole entry, looked up): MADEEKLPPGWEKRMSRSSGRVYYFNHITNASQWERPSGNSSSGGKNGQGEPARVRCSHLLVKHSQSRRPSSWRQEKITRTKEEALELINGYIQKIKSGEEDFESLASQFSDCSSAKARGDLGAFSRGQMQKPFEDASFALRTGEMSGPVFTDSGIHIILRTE
TrxR1 inh – blocks rat thioredoxin reductase 1; O89049; recombinant rTrxR1, NADPH fluorescence consumption, selenite substrate; Potency, µM (highest dose often 114 µM), without a hit: top-dose activity change, negative = inhibition, usual class: inhibitors; hit rate 1% among 390,000; further: on the % scale 0 is the no-effect control and ±100 the full control effect; nearly all actives have a fitted effect of over 65% in size
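Rat TrxR1 (90 nM in the dispensed reagent) was pre-reduced with 400 uM NADPH for 5 min at room temperature, then incubated with compound for 15 min. After 400 uM selenite was added, NADPH fluorescence (Ex 340/Em 450 nm) was followed for 8 min.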
JMJD2A Tudor – inhibitors of human JMJD2A Tudor domain. O75164. AlphaScreen JMJD2A-Tudor / H3K4me3 peptide binding. Potency, µM (titrated, usually from 114 µM), without a hit: at the top dose activity change, negative = inhibition, hits mostly inhibitors. hit rate 4.4% among 390,000. AID 504339; further: on the % scale 0 is the no-effect control and ±100 the full control effect; nearly all actives have a fitted effect of over 50% in size
PGK inhibitor – T. brucei PGK inhibition; P07378; PGK/GAPDH coupled, Kinase-Glo luminescence, 60 min; hit rate 0.043% among 380,000; Potency, µM (doses to about 57.5 µM), without a hit: at the highest dose activity change, negative = inhibition, usual class: inhibitors; further: on the % scale 0 is the no-effect control and ±100 the full control effect; nearly all actives have a fitted effect of over 60% in size
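Luminescent ATP detection (Kinase-Glo Plus) follows a 60-minute room-temperature incubation, with wells lacking PGK as controls. Buffer: 100 mM TEA (pH 7.6), 5 mM MgCl2, 0.01% Tween-20. Coupling enzyme GAPDH (100 nM final) supplies unstable 1,3-BPG in-well.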
* hit, by the source's call; i = inactive; ? = inconclusive; / = no result given; & = joins results of further samples; [ ] = another dose, or the depositor's remark. Unless noted, the call rests on the fitted dose curve; in most records, active means well fitted curve in the direction sought with a large enough effect; inconclusive means small, poorly fitted or top-dose-only effect, or another doubt; inactive means no such curve, though single readings can be large; an effect the other way counts as inactive or inconclusive. Potency means the concentration at half of the fitted maximal effect.

SMILES	ALOX12 inh	HP1b binding inh	GLS inhibitor	ERG-DNA inh	RGS4 inh	Pin1 inh	TrxR1 inh	JMJD2A Tudor	PGK inhibitor
COc1ccc(C(OC(=O)c2ccco2)C(=O)NC(C)(C)C)cc1OC (stereo unspecified)	0%	31%	1%	-14%	6%	0%	-5%	-8%	-3%
CC(C)OCCCNC(=O)C(=O)Nc1ccc2nc3n(c(=O)c2c1)CCCCC3	-26%	14%	0%	-2%	-13%	-1%	3%	-7%	7%
O=C(CCCNS(=O)(=O)c1cccs1)N1CCN(c2cccc(Cl)c2)CC1	?	25%	-3%	0%	6%	7%	15%	-1%	-7%
Cc1ccc(S(=O)(=O)NCc2ccc3c(c2)cc(C)n3C)cc1	?	?	1%	7.1µM*	4%	-2%	4%[57.1 µM]	?	-11%
CC(C)N(Cc1ccccc1)C(=O)CN1C(=O)NC2(CCCc3ccccc32)C1=O (stereo unspecified)	?	16%	0%	-4%	13%	-2%	26%	-2%	-1%
COc1cccc(C(=O)Nc2ccc(NC(=O)C3CCCCC3)nc2)c1	-27%	28%	9%	8%	-23%	-1%	24%	-12%	-12%
CCn1nnnc1SCC(=O)Nc1nnc(C(C)C)s1	-32%	43%[activator]	-4%	-4%	-19%	3%	7%	-16%	-3%
Cc1ccccc1C(=O)N1CCC(C(=O)NC2CCCCCC2)CC1	-4%	7%	2%	1%	11%	2%	22%	-2%	15%
CN(C)c1ncc([N+](=O)[O-])cc1C(F)(F)F	0%	2%	1%	15%	22%	-5%	0%[57.1 µM]	-2%	-4%
O=C(c1ccc(Br)cc1)N1CCC(C(=O)N2CCN(c3ccccc3)CC2)CC1	-10%	30%	6%	8%	-18%	-16%	9%	-11%	3%
Fc1ccc(-c2ccnc3nc(-n4cccc4)nn23)cc1	2%	32%	1%	-3%	-38%	42%[activator]	1%[57.1 µM]	-21%	25%
COc1ccccc1-c1noc(-c2ccc(NCc3cccnc3)c([N+](=O)[O-])c2)n1	-15%	50%[activator]	2%	10%	-1%	-1%	5%	7%	11%
COc1cc(CCC(=O)OCn2nnc3ccccc3c2=O)cc(OC)c1OC	7%	27%	-9%	5%	19%	-3%	-5%	-19%	i
CCOC(=O)c1cc(-c2ccccc2)n(CC(=O)Nc2cc(Cl)c(OC)cc2OC)c1C	?	55%[activator]	4%	0%	12%	4%	25%[57.1 µM]	-12%	i
NC(=O)c1ccsc1NC(=O)COC(=O)/C=C/c1ccccc1	5%	-11%	-1%	2%	7%	0%	16%[57.1 µM]	-18%	-2%
Cc1ccc(C)c(S(=O)(=O)NC2CCS(=O)(=O)C2)c1 (stereo unspecified)	0%	43%[activator]	-3%	3%	4%	12%	24%	-1%	9%
CCCn1c2ccccc2c2cnn(CC(=O)N(CCCOC)Cc3ccco3)c(=O)c21	5%	23%	0%	-7%	-34%	8%	-3%	-26%	13%
CCOC(=O)/C(=C\c1ccc([N+](=O)[O-])cc1)C(=O)c1cc(C(C)=O)c(Nc2ccccc2)s1	0%	-29%	-2%	-9%	-45%	4%	-29%	?	-8%
CC(C)(C)C(=O)N1CCN(c2ccnc3cc(Cl)ccc23)CC1	2%	19%	0%	4%	-12%	-8%	-3%	-10%	-5%
CC(=O)c1ccc(NC(=O)C2CCN(S(=O)(=O)c3cccc4cccnc34)CC2)cc1	13%	31%	-1%	-4%	10%	1%	13%	-23%	-9%
CCn1c2ccccc2c2cc(/C=C(/C#N)C(N)=S)ccc21	?	?	3%	/	?	-2%	?	20µM*	-2%
COc1ccc(OC(=O)c2nc(SCc3ccc(F)cc3)ncc2Cl)cc1	-5%	26%	-4%	-1%	-2%	-2%	9%	2%	i
COC(=O)C1N2C(=O)[C@@H](NC(=O)COc3ccccc3)[C@H]2SC1(C)C (stereo partly specified)	5%	117%[activator]	-4%	-4%	-8%	0%	15%&-1%	-6%	i
C#CC[N+](C)(C)CCCCCCCC	-2%	52%[activator]	-4%	11%	-17%	-2%	2%	0%	-6%
CCc1cccc(CC)c1NC(=O)COc1ccccc1C(=O)c1cc(C#N)c(=O)n(C2CCCCC2)c1	-24%	28%	0%	-7%	-15%	6%	-2%	-10%	-1%

Other results:
SMILES	ALOX12 inh	HP1b binding inh	GLS inhibitor	ERG-DNA inh	RGS4 inh	Pin1 inh	TrxR1 inh	JMJD2A Tudor	PGK inhibitor
FC(F)(F)c1cc(-c2cccs2)nc2cc(-c3cccs3)nn12	10%	48%[activator]	0%	14%	12%	4%	17%	10%	1%
COc1cc(Cl)cc(C(c2c(C(=O)O)[nH]c3ccccc23)c2c(C(=O)O)[nH]c3ccccc23)c1O	16µM*	14%	13%	-8%	-29%	/	?	-18%	-22%
Cc1ccc(C)c(C(=O)C(C)OC(=O)c2cccn2C)c1 (stereo unspecified)	0%	14%	-5%	0%	31%	-4%	1%[57.1 µM]	-25%	10%
Cc1nn(CC(=O)Nc2ccccc2F)c(=O)c2c(C)n(-c3ccc(Cl)cc3)nc12	?	18%[57 µM]	8%	6%	-5%	?	8%[57.1 µM]	-15%	2%
Cc1ccc(C([O-])=C(C(=S)NCc2ccccc2)[n+]2cccc(CO)c2)cc1[N+](=O)[O-]	-14%	-16%	1%	12%	-31%	0%	-15%	?	-7%
Oc1c(C(c2ccc(Cl)cc2Cl)N2CCOCC2)sc2nc(-c3ccco3)nn12 (stereo unspecified)	-34%	10%	14%	-2%	29%	-4%	19%[57.1 µM]	-19%	4%
CCn1c2ccccc2c2cc(NC(=O)COC(=O)c3ccc(NC(=O)CC#N)cc3)ccc21	-17%	0%	2%	8%	-45%	?	-1%	-16%	-6%
O=c1[nH]c2cc3c(cc2cc1CN(Cc1ccc2c(c1)OCO2)Cc1nnnn1CC1CCCO1)OCO3 (stereo unspecified)	-14%	26%	0%	2%	-30%	?	?	-13%	-1%
CC1(C)c2ccccc2-c2nc3ccccc3cc2C1N1CCOCC1 (stereo unspecified)	-6%	13%	2%	4%	-18%	8%	16%	-4%	8%
Cc1cccc(C)c1NC(=O)NC1(C(=O)NCC2CCCO2)CCCCC1 (stereo unspecified)	?	31%	9%	17%	26%	0%	9%	7%	2%
O=C(O)CCCn1cc(NC(=O)c2c(F)cccc2F)cn1	3%	15%	10%	1%	2%	-12%	12%[57.1 µM]	-14%[11.4 µM]	-9%
N=c1c2c(n(Cc3cccc(Cl)c3)c3c1CCC3)CCCC2	-10%	16%	1%	/	-11%	-9%	34%	-20%	/
Cc1ccc(/C=N/NC(=O)c2cccs2)o1	14%	12%	4%	-4%	8%	0%	-22%	-10%	i
CCOc1cc(N2CCOCC2)c(OCC)cc1NC(=O)CC12CC3CC(CC(C3)C1)C2	?	-52%	-1%	-10%	-28%	1%	11%[57.1 µM]	45µM*	-5%
CN1C(=O)C(C)(C)c2cc(S(=O)(=O)NCc3ccc(Cl)cc3)ccc21	342%[activator]	44%[activator]	-3%	-2%	-2%	?	-1%[57.1 µM]	-10%	1%
O=C(Nc1nc(-c2ccccc2)cs1)c1cccc([N+](=O)[O-])c1C(=O)O	-8%	34%	22%	-2%	-13%	-2%	-5%	-21%	2%
CCC(=O)c1cc2c(C)cc(=O)oc2c(C)c1O	26%	16%	1%	-7%	25%	8%	4%[57.1 µM]	-4%	0%
O=C(Nc1ccc(S(=O)(=O)N2CCCCC2c2cccnc2)cc1)c1ccc(Br)cc1 (stereo unspecified)	-11%	28%[57 µM]	2%	-27%	-52%	32%[activator]	26%[57.1 µM]	-14%	-9%
O=C(Nc1ccccc1C(F)(F)F)Nc1c[nH]c(=O)[nH]c1=O	-27%	20%	20%	-1%	28%	-4%	19%[57.1 µM]	-11%	-9%
CCOc1ccccc1CNc1ncnc2onc(-c3ccc(F)cc3)c12	-10%	77%[activator]	0%	0%	9%	-4%	14%	15%	i
COc1ccc(/C=C\c2onc(C)c2S(=O)(=O)N2CCC(C(=O)Nc3ccc(Cl)cc3)CC2)cc1	-11%	10%	-10%	8%	9%	35%[activator]	-6%	-16%	-3%
O=c1[nH]c(CN2CCN(Cc3ccccc3)CC2)nc2scc(-c3ccccc3)c12	8%	3%	0%	5%	2%	?	12%	-18%	-4%
Cc1ccc(C(=O)N2C(=O)c3cccc(N)c3C2=O)o1	-4%	-4%	3%	8%	-26%	-7%	20%	-12%	i
CCOC(=O)CN(C(=O)CSc1nnc(CNc2ccc(F)cc2)n1C)c1ccccc1	-12%	20%	13%	0%	6%	-14%	-3%	-2%	-3%
CCOC(=O)c1cc(-c2ccccc2)n(CC(=O)NC2CCC(C)CC2)c1C (stereo unspecified)	0%	24%	0%	-5%	8%	-10%	18%[57.1 µM]	-8%	0%
O=C1OC(N2CCN(C/C=C/c3ccccc3)CC2)c2ccccc21 (stereo unspecified)	71%[activator]	37%	-4%	2%	-21%	-14%	-32%	-4%	1%
Cc1ccc(C)c(NC(=O)CSc2nnc(Cc3cccn3C)n2-c2ccc(F)cc2)c1	389%[activator]	26%	2%	-20%	6%	1%	24%[57.1 µM]	-21%	-8%

Some of the entries so far, bar-delimited:
structure | ALOX12 inh | HP1b binding inh | GLS inhibitor | ERG-DNA inh | RGS4 inh | Pin1 inh | TrxR1 inh | JMJD2A Tudor | PGK inhibitor
Cc1ccc(/C=N/NC(=O)c2cccs2)o1 | 14% | 12% | 4% | -4% | 8% | 0% | -22% | -10% | i
Fc1ccc(-c2ccnc3nc(-n4cccc4)nn23)cc1 | 2% | 32% | 1% | -3% | -38% | 42%[activator] | 1%[57.1 µM] | -21% | 25%
COc1cccc(C(=O)Nc2ccc(NC(=O)C3CCCCC3)nc2)c1 | -27% | 28% | 9% | 8% | -23% | -1% | 24% | -12% | -12%

This is a subset; count on the stated rates, not on these rows.
